Compound activity deposited in PubChem by several laboratories.
human PMI inhibitors: human PMI inhibitors, high substrate, primary screen, biochemical, fluorescence intensity, high mannose 6-phosphate (AID 1220). recombinant PMI enzyme, coupled fluorescence intensity; higher % means a stronger effect. Mannose-6-phosphate isomerase (Homo sapiens). 190,000 tested, 0.66% active. inhibition, % at 20 µM; hits with a dose series show IC50 in µM
PhoP inhibition: inhibitors of PhoP regulon expression, primary screen, Salmonella Typhimurium, GFP reporter (AID 1863); S. Typhimurium PhoP-regulated promoter GFP reporter, 4 h; higher % means a stronger effect; inhibition, % at 50 µM; hits with a dose series show IC50 in µM; 300,000 tested, 0.16% active;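 active = inhibition over 29.93%, a cutoff 3 SD above the screen mean, later confirmed by dose response; inconclusive = inhibition over 29.93% but no dose response follow-up; inactive = inhibition at most 29.93% or unconfirmed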;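 also: 0% = low Mg2+ inducing control and 100% = high Mg2+ repressing control; strong numbers were not always called active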
SV40 large T antigen: SV40 large T antigen inhibitors, biochemical (AID 1903); SV40 large T antigen ATPase/helicase inhibition assay; higher % means a stronger effect; one-dose inhibition, % at 20 µM; IC50 in µM for titrated hits; 310,000 tested, 0.39% active; in the data active = a potency from the dose series; inconclusive = inhibition mostly from about 32% at the one dose, without a potency; inactive = the rest, 99 in 100 with inhibition below about 32%; also: strong numbers were not always called active
TNAP activation fold: human TNAP enzyme activators, primary screen, biochemical, luminescent, no phosphate acceptor, uHTS (AID 1001); activation fold at 20 µM, or EC50 in µM where a hit was titrated; purified TNAP, luminescent activation assay, no phosphate acceptor; higher activation fold means a stronger effect; 200,000 tested, 0.03% active; Alkaline phosphatase, tissue-nonspecific isozyme (Homo sapiens); in the data active = activation fold from about 3, or a potency from the dose series; inactive = the rest, 99 in 100 with activation fold below about 1.6; also: many of its hits are not listed in these tables
CSM14.1 death rescue: rescue of cells from ER stress-induced death, primary screen, 384-well, CSM14.1, thapsigargin, ATP luminescence (AID 1222); CSM14.1 thapsigargin-induced death rescue, ATP luminescence; higher % means a stronger effect; cellular ATP content (survival), % at 20 µM, or EC50 in µM where a hit was titrated; 190,000 tested, under 10 active;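 active = EC50 below 50 µM in the dose-response confirmation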;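 also: death triggered by thapsigargin at about 15 µM added after 2 h compound pretreatment; cell ATP read after overnight thapsigargin exposure of roughly 18 to 22 hours; normalized against plate controls of thapsigargin alone and 5% DMSO vehicle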
West Nile antiviral: West Nile virus antiviral activity, cell-based, CPE readout (AID 1621) | West Nile virus-infected cells, CPE inhibition; higher % means a stronger effect | CPE inhibition, % at 10 µM; hits with a dose series show IC50 in µM | 290,000 tested, 0.02% active; in the data active = a potency from the dose series; inconclusive = CPE inhibition mostly from about 3.7% at the one dose, without a potency; inactive = the rest, 99 in 100 with CPE inhibition below about 2.2%; also: strong numbers were not always called active
RSV antiviral HEp-2: RSV antiviral activity via CPE protection, HEp-2 cells, primary 10 µM value included (AID 2391); HEp-2 cells, RSV-induced CPE inhibition; higher % means a stronger effect; 310,000 tested, 0.13% active; CPE inhibition, % at 10 µM; hits with a dose series show IC50 in µM; in the data active = a potency from the dose series; inconclusive = CPE inhibition mostly from about 23% at the one dose, without a potency; inactive = the rest, 99 in 100 with CPE inhibition below about 21%; also: strong numbers were not always called active
PMI inhibitors: inhibitors of human PMI, primary screen, biochemical, fluorescence intensity, coupled assay (AID 1209) | Mannose-6-phosphate isomerase (Homo sapiens) | purified PMI enzyme, coupled fluorescence intensity; higher % means a stronger effect | inhibition, % at 20 µM; hits with a dose series show IC50 in µM | 190,000 tested, 0.42% active;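 also: plate controls were DMSO vehicle for no effect and wells lacking substrate for full effect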
Insulin prom up: insulin promoter activators in MIN6 cells, imaging, high-content screening, mouse beta cells. 190,000 tested, 0.3% active. MIN6 insulin promoter-GFP reporter; stronger effect = higher value. z-score at 5 µM;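 active = z-score above 3 at 5 µM with at least 500 cells counted in the well; inconclusive = wells under 500 cells, flagged as cytotoxic or low count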
Insulin prom up cell count: further read-out of Insulin prom up, marked with its call; cell count; measured here: cytotoxicity, nuclei count;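 total cells summed across four imaged fields per well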
* marks the source's active call; other numbers are inactive results; u = inconclusive; x = not tested or not shown. Rule as the data show it, unless noted: active = inhibition above about 50%; inactive = the rest. Hits appear at their usual frequency; overall some 1.5% were active at least once.

SMILES	human PMI inhibitors	PhoP inhibition	SV40 large T antigen	TNAP activation fold	CSM14.1 death rescue	West Nile antiviral	RSV antiviral HEp-2	PMI inhibitors	Insulin prom up	Insulin prom up cell count
COCCN(C(=O)c1csnn1)C(C(=O)NC1CCCC1)c1ccc(C)cc1 (stereo not given)	x	-2%	12%	x	x	-0.2%	2.1%	x	x	x
Cc1ccc(S(=O)(=O)Oc2ccccc2/C=C2\SC(=O)NC2=O)cc1	5%	1%	10%	1	0.0%	1.5%	4.3%	-7%	0.11	1474
CC(O)CNc1ccc(-c2nn(C)c(=O)c3ccccc23)cc1[N+](=O)[O-] (stereo not given)	-6%	4%	7%	0.9	-1.5%	-0.3%	2.4%	-8%	-0.47	1463
Cc1ccc(CC(=O)Nc2nnc(-c3ccc(F)cc3)o2)c(C)c1	x	-7%	8%	x	x	0.3%	1.7%	x	x	x
Cc1cccc(C)c1-n1nnnc1SCSc1nnnn1-c1c(C)cccc1C	11%	-7%	2%	1.1	-1.1%	0.4%	0.6%	16%	-1	1601
COc1ccc(N2C(=O)c3ccccc3NC2c2ccc(OC)c(COc3ccccn3)c2)cc1 (stereo not given)	13%	-5%	16%	1.2	2.4%	-0.2%	4.2%	18%	0.39	1518
O=C(NC(=S)Nc1ccccc1)C1CCCCC1	x	3%	5%	x	x	-0.4%	1.8%	x	x	x
Cn1c(-c2ccc(Br)o2)nc2ccccc21	-21%	9%	15%	1	-3.7%	-0.3%	22%	-27%	0.26	1256
O=C1C2CCCN2C(=S)N1c1ccccc1 (stereo not given)	x	15%	1%	x	x	-0.1%	0.9%	x	x	x
Cc1ccc(NS(=O)(=O)c2ccc(OCC(N)=O)cc2)cc1	0%	-10%	2%	1.1	-0.6%	0.3%	0.1%	-1%	-2.2	1533
COc1ccc(OCCOC(=O)c2cccc(-n3cnnn3)c2)cc1	4%	-2%	-6%	1.1	-2.8%	-0.1%	-0.6%	7%	-0.25	1916
CC(C)(C)C(=O)/C=C(\N)c1ccncc1	-12%	2%	2%	1.1	-1.7%	-0.2%	3.1%	-10%	0.78	1185
CC(=O)N1CCN(S(=O)(=O)c2ccc(S(=O)(=O)NC3CC3)cc2)CC1	-4%	-8%	5%	1.1	x	0.6%	2.1%	2%	-0.56	1290
CC1=NN(C(N)=S)C(=O)C1N=Nc1ccc(C)c(Br)c1 (stereo not given)	x	5%	19%	x	x	-0.9%	14%	x	x	x
Cc1c(C)n(CC(O)CN2CCCCC2)c2ccccc12 (stereo not given)	-7%	-2%	9%	1.1	-1.4%	0.7%	1.4%	0%	1.3	1640
Cc1ccc(C(c2nnnn2CS(=O)(=O)c2ccc(C)cc2)N2CCC(C(N)=O)CC2)cc1 (stereo not given)	-8%	0%	21%	1.1	-1.3%	0.1%	0.0%	-2%	-0.4	991
Cn1c(=O)c(=O)n(C)c2cc(S(=O)(=O)N3CCCCCC3)ccc21	10%	-2%	-2%	1.1	-0.8%	-0.8%	1.3%	10%	0.17	1486
CN(Cc1cc2ccccc2[nH]c1=O)C(=O)C1CCCCC1	-1%	-2%	13%	1.1	-0.8%	-0.5%	-0.3%	-6%	0.17	895
Cc1ccc(CNC(=O)CN(Cc2ccccc2)S(C)(=O)=O)cc1	-19%	1%	3%	1	-2.0%	-0.2%	3.1%	-10%	x	x
Cn1c(SCC(=O)Nc2ccccc2Cl)nnc1C1CC1	x	3%	21%	x	x	-0.1%	1.1%	x	x	x
Cc1c(-n2c(=S)[nH]c3ccccc3c2=O)c(=O)n(-c2ccccc2)n1C	-5%	5%	16%	1.2	1.3%	-0.3%	-0.8%	-4%	-0.28	918
Cc1ccc(S(=O)(=O)N2CCCC(C(=O)N3CCN(c4ccccc4)CC3)C2)cc1 (stereo not given)	x	-1%	8%	x	x	0.3%	16%	x	x	x
O=C(Nc1ccccc1F)C1C2C=CC3(O2)C1C(=O)N(c1cccnc1)C3C(=O)NC1CCCCC1 (stereo not given)	-1%	-4%	1%	1.1	0.2%	0.3%	1.4%	3%	0.54	1334
COc1ccc(/C=N/Nc2ccccn2)cc1O	x	-6%	37%	x	x	-0.2%	-0.3%	x	-0.27	1006
CCc1ccc(NC(=O)CC2C(=O)NCCN2C(=O)c2ccccc2OC)cc1 (stereo not given)	x	-5%	12%	x	x	0.8%	2.5%	x	x	x
O=C(O)c1cc2nc(-c3ccccc3)cc(-c3ccccc3)n2n1	31%	-5%	14%	1.1	0.1%	0.6%	0.1%	22%	-0.25	1470
CCN(CC)CCSc1nnc(Nc2ccccc2)n1-c1ccccc1	-22%	3%	10%	1	-1.4%	-0.7%	0.6%	-16%	-1.5	1214
Cc1ccc2c(c1)NC(=O)c1cc([N+](=O)[O-])ccc1O2	1%	0%	2%	1.2	-1.5%	-0.2%	1.7%	1%	-0.27	1197
O=C(Nc1ncccn1)c1ccc(C(F)(F)F)cc1	2%	-3%	22%	1.1	-2.9%	-0.3%	1.7%	4%	0.43	1313
O=C(CC1C(=O)NCCN1C(=O)Nc1ccccc1)Nc1ccc2c(c1)OCCO2 (stereo not given)	-3%	-3%	12%	1.1	-1.4%	0.1%	2.6%	-4%	x	x
CC(C)CC1C(C#N)=C(N)OC2=C1C(=O)CC(c1ccccc1)C2 (stereo not given)	57%*	-9%	0%	1.1	x	-0.1%	0.5%	26%	0.82	1233
CCN(C(=O)COC(=O)CSc1ccc(C)c(C)c1)C1CCS(=O)(=O)C1 (stereo not given)	x	-2%	5%	x	x	0.3%	1.7%	x	x	x
CCN(CC(=O)Nc1sc2c(c1C#N)CCCC2)CC(=O)NC1CCS(=O)(=O)C1 (stereo not given)	-1%	-6%	7%	1.2	-0.8%	-0.5%	-0.4%	4%	-0.69	1277
COC(=O)c1ccc(NC(=O)c2ccc(N(C)S(C)(=O)=O)cc2)cc1	8%	31%	6%	1.1	-1.7%	0.9%	-0.1%	11%	1.1	1186
COc1ccc(CNC(=O)CN(C(=O)c2snc(C(N)=O)c2N)c2ccccc2F)cc1	x	4%	3%	x	x	0.3%	1.5%	x	x	x
Cc1ccc(N=CNc2ccc(C)cc2C)c(C)c1	x	-6%	6%	x	x	0.1%	0.1%	x	0.49	1063

A portion of the results above:
SMILES	human PMI inhibitors	PhoP inhibition	SV40 large T antigen	TNAP activation fold	CSM14.1 death rescue	West Nile antiviral	RSV antiviral HEp-2	PMI inhibitors	Insulin prom up	Insulin prom up cell count
COCCN(C(=O)c1csnn1)C(C(=O)NC1CCCC1)c1ccc(C)cc1 (stereo not given)	x	-2%	12%	x	x	-0.2%	2.1%	x	x	x
Cc1ccc(S(=O)(=O)Oc2ccccc2/C=C2\SC(=O)NC2=O)cc1	5%	1%	10%	1	0.0%	1.5%	4.3%	-7%	0.11	1474
CC(O)CNc1ccc(-c2nn(C)c(=O)c3ccccc23)cc1[N+](=O)[O-] (stereo not given)	-6%	4%	7%	0.9	-1.5%	-0.3%	2.4%	-8%	-0.47	1463

Next entries.
SMILES	human PMI inhibitors	PhoP inhibition	SV40 large T antigen	TNAP activation fold	CSM14.1 death rescue	West Nile antiviral	RSV antiviral HEp-2	PMI inhibitors	Insulin prom up	Insulin prom up cell count
CCOC(=O)COn1c(=O)c(-c2ccc(Cl)cc2)[n+]([O-])c2ccccc21	x	0%	7%	x	x	0.1%	1.4%	x	x	x
CC(=O)Nc1ccc(C(=O)NNC(=O)C2C3CCCCC32)cc1 (stereo not given)	x	4%	4%	x	x	-0.8%	-0.3%	x	x	x
O=C(Nc1nc2ccccc2s1)c1ccccc1	7%	-2%	6%	0.9	-1.6%	-0.6%	7.8%	-8%	-0.22	1155
O=C(C[n+]1ccccc1)N/N=C/c1ccc(Cl)c(Cl)c1	x	2%	12%	x	x	0.2%	-0.1%	x	x	x
C=CCN1C(=O)C(O)(CC(=O)c2ccc(N)cc2)c2ccccc21 (stereo not given)	-2%	0%	-4%	1.1	-1.4%	0.2%	1.0%	-5%	0.09	1106
O=C(N/N=C/C=C/c1ccc2c(c1)OCO2)C(O)c1ccccc1 (stereo not given)	x	16%	9%	x	x	-0.1%	2.2%	x	0.95	1016
Cc1ccc(N(C(=O)CS(=O)CC(=O)Nc2ccc(F)cc2)C(C(=O)NC2CCCCC2)c2ccco2)cc1 (stereo not given)	-1%	9%	3%	0.9	-1.5%	-0.8%	4.1%	5%	-0.13	1165
COc1ccc(OC)c(-n2nnnc2SCC(=O)Nc2cc(C)ccc2OC)c1	4%	-3%	-106%	1.1	-1.4%	-0.2%	0.7%	6%	0.31	1254
O=C(CNC(=O)c1nc[nH]c1C(=O)N1CCN(c2ccccc2)CC1)OCc1ccccc1	x	-9%	11%	x	x	-0.6%	2.0%	x	x	x
CC(C)c1ccccc1NC(=O)C1CN(S(=O)(=O)c2ccccc2)CCN1S(=O)(=O)c1ccccc1 (stereo not given)	21%	-7%	8%	1.2	-2.6%	-0.9%	6.8%	22%	0.02	1428
Cc1ccc(OCc2nnc(SCC(=O)NCc3ccco3)n2C)cc1	4%	2%	24%	1.1	2.0%	0.3%	0.9%	6%	0.02	1191
O=c1cc(/N=C/c2coc3c(ccc4ccccc43)c2=O)[nH]c(=S)[nH]1	24%	-8%	14%	0.5	0.3%	-1.4%	3.9%	-4%	u	x
CCc1ccc(OCc2nnc(SCCN3CCOCC3)n2CC)cc1	-3%	6%	2%	1	0.6%	-1.1%	2.5%	2%	-2.2	1059
Cc1ccccc1NC(=S)N1CCC(NC(=O)c2ccco2)CC1	-10%	5%	21%	1.2	-0.3%	-0.4%	-1.3%	-8%	x	x
O=C1C(Cl)=C(N2CCOCC2)C(=O)N1c1cccc(C(F)(F)F)c1	x	-2%	8%	x	x	-0.7%	0.9%	x	x	x
Cc1cc(OCC(=O)N2CCCC2)cc(C)c1Cl	1%	-6%	4%	1.1	-1.5%	-0.1%	1.5%	5%	1.6	1189
COc1cc(/C(C#N)=C/c2ccccc2)c([N+](=O)[O-])cc1OC	32%	-1%	2%	1	-3.1%	0.3%	3.0%	16%	x	x
CCCCn1nnc(NC(=S)NC(=O)c2cccs2)n1	13%	7%	5%	1.1	0.0%	-0.8%	0.2%	20%	-0.16	1320
O=C(COC(=O)CC1CCCC1)Nc1ccc(OC(F)F)cc1	2%	-9%	4%	1	x	-0.3%	2.3%	5%	0.22	1231
CCOC(=O)C1C(c2cccnc2)NC(=O)NC1(O)C(F)(F)F (stereo not given)	-6%	-5%	12%	1.1	0.4%	0.5%	0.6%	-8%	-0.31	1238
CCOC(=O)Cc1nnc(NC(=O)CSc2nnc3c4ccccc4n(C(C)C)c3n2)s1	-38%	-3%	8%	1.1	x	0.4%	1.4%	-18%	0.02	1220
NC1=NC(c2ccccc2Cl)n2c(nc3ccccc32)N1 (stereo not given)	14%	8%	4%	1.1	-1.2%	-0.5%	0.3%	6%	-0.38	1024
